Screening results as filed in PubChem.
UTI89 phage lysis: protection from phage-mediated lysis, alamar blue read-out – E. coli UTI89, K1F phage, bacterial capsule biogenesis inhibitors (AID 488966); E. coli UTI89 K1F phage lysis, alamar blue, 2 h; higher % means a stronger effect; one-dose inhibition, % at 100 µM; IC50 in µM for titrated hits; 340,000 compounds, 0.02% hits;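 active means phage lysis inhibition, versus mean bacterial control, above a set limit; inconclusive means no clear call, values can overlap the other calls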;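 further: capsule biogenesis inhibitors block K1F phage lysis so surviving cells raise fluorescence; higher fluorescence means more inhibition of phage lysis; actives were called in the ten point dose series up to 300 µM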
West Nile antiviral: inhibition of WNV-induced cytopathic effect – cell-based, CPE readout (AID 1621). one-dose CPE inhibition, % at 10 µM; IC50 in µM for titrated hits. 290,000 compounds, 0.02% hits. West Nile virus-infected cells, CPE inhibition; higher % means a stronger effect; in the data active means a potency from the dose series; inconclusive means CPE inhibition mostly from about 3.7% at the one dose, without a potency; inactive means the rest, 99 in 100 with CPE inhibition below about 2.2%; further: strong numbers were not always called active
RSV CPE inhibition: RSV antiviral activity via CPE protection, HEp-2 cells, primary 10 µM value included (AID 2391). HEp-2 cells, RSV-induced CPE inhibition; higher % means a stronger effect. one-dose CPE inhibition, % at 10 µM; IC50 in µM for titrated hits. 310,000 compounds, 0.13% hits; in the data active means a potency from the dose series; inconclusive means CPE inhibition mostly from about 23% at the one dose, without a potency; inactive means the rest, 99 in 100 with CPE inhibition below about 21%; further: strong numbers were not always called active
NTR1 ag: agonists of NTR1, primary screen, imaging, U2OS cells, beta-arrestin-GFP, high content (AID 493036) | P30989 | NTR1-U2OS beta-arrestin-GFP spot imaging, agonist mode | 330,000 compounds, 0.17% hits | activation, % at 20 µM;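 active means activation at or above 40% of the spot to cytoplasm intensity ratio, with at least 20 cells analyzed; inconclusive means wells under 20 cells, flagged as cytotoxic or low count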;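 further: 0% = DMSO without peptide and 100% = 100 nM NTR1 peptide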
Target sequence (P30989 whole entry, looked up): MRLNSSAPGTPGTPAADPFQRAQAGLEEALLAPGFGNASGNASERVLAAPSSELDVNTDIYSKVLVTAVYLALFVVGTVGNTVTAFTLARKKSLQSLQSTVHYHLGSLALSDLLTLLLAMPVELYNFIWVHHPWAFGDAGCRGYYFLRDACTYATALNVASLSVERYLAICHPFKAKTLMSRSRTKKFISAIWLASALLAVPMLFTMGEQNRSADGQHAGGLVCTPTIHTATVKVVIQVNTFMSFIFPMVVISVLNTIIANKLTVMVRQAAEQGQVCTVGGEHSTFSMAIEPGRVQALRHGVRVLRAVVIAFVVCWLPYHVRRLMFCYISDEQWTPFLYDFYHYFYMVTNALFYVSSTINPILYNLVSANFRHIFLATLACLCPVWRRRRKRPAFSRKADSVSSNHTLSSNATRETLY
NS5 inhibitors: Dengue-2 NS5 methyltransferase inhibitors, primary screen, biochemical, confirmation dose response (AID 588689); one-dose inhibition, % at 25 µM; IC50 in µM for titrated hits; 340,000 compounds, 0.3% hits; Dengue-2 NS5 methyltransferase capping enzyme assay, biochemical; higher % means a stronger effect; in the data active means a potency from the dose series; inconclusive means inhibition above about 29% without an active follow-up result
MgcRacGAP inhibition: MgcRacGAP GTPase-activating activity inhibitors, confirmation, biochemical, ADP Hunter fluorescence. MgcRacGAP-stimulated Rac1 GTP hydrolysis, ADP Hunter fluorescence; higher % means a stronger effect; GST-tagged Rac1 F28L mutant substrate. inhibition, % at 30 µM; hits with a dose series show IC50 in µM. 340,000 compounds, 0.6% hits;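 active means first-screen hits whose inhibition reached a set limit at any dose in the follow-up dose series; inconclusive means inhibition above the set first-screen limit but never retested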;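 further: fluorescence reports GDP produced by GAP-driven GTP hydrolysis; strong numbers were not always called active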
PhoP inhibition: inhibitors of PhoP regulon expression, primary screen, Salmonella Typhimurium, GFP reporter (AID 1863); S. Typhimurium PhoP-regulated promoter GFP reporter, 4 h; higher % means a stronger effect; inhibition, % at 50 µM; hits with a dose series show IC50 in µM; 300,000 compounds, 0.16% hits;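 active means inhibition over 29.93%, a cutoff 3 SD above the screen mean, later confirmed by dose response; inconclusive means inhibition over 29.93% but no dose response follow-up; inactive means inhibition at most 29.93% or unconfirmed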;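 further: 0% = low Mg2+ inducing control and 100% = high Mg2+ repressing control; strong numbers were not always called active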
T cell modulator: modulates CD8 T cell binding to vesicles | 2C CD8+ T cell-vesicle binding, flow cytometry; hits give low values | calls only at 7 µM | 330,000 compounds, 0.068% hits | AID 2052;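 active means response, share of CD8 T cells binding vesicles, and their 90th percentile fluorescence all below set limits, cut at about 80% in these data, passing the limit was not always enough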
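Assay system: 2C TCR transgenic mouse naive CD8+ T cells, MACS-purified | Read-out: CD8+ gate FL2 mean fluorescence as % of same-row positive control | Signal: High-throughput flow cytometry with anti-B7-1 and anti-CD8 staining | Timing: Binding step 1.5 h, 37 °C, antibody labelling 20 min, ice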
SV40 large T antigen: TAg ATPase/helicase activity blockers – biochemical (AID 1903) | SV40 large T antigen ATPase/helicase inhibition assay; higher % means a stronger effect | inhibition, % at 20 µM; hits with a dose series show IC50 in µM | 310,000 compounds, 0.39% hits; in the data active means a potency from the dose series; inconclusive means inhibition mostly from about 32% at the one dose, without a potency; inactive means the rest, 99 in 100 with inhibition below about 32%; further: strong numbers were not always called active
T cell modulator vesicle-bound %: also measured in T cell modulator; calls as there; double positive events, %; measured here: CD8+ vesicle-bound cell fraction;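 binding gate set so that unloaded-vesicle control wells show 10% double positive cells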
NTR1 ag cell count 20 µM: also measured in NTR1 ag; calls as there; cell count; measured here: cell count, cytotoxicity flag
NS5 inhibitors pilot replicate: also measured in NS5 inhibitors; calls as there; inhibition, %; measured here: pilot screen replicate inhibition
An asterisk follows results filed as active; i = inactive; ? = inconclusive; . = not tested or not shown; [ ] = remark or other dose.

SMILES | UTI89 phage lysis | West Nile antiviral | RSV CPE inhibition | NTR1 ag | NTR1 ag cell count 20 µM | NS5 inhibitors | MgcRacGAP inhibition | PhoP inhibition | T cell modulator | T cell modulator vesicle-bound % | SV40 large T antigen | others
N#Cc1ccc(OCC(=O)NN2Cc3ccccc3C2=N)cc1 | 0.1% | -0.9% | 0.3% | 0.0 | 39 | -6% | -1% | -5% | i | 18 | 1%
CCOC(=O)NC(=S)Nc1ccc(C(C)(C)C)cc1Br | 0.3% | -0.9% | 15% | 21 | 57 | -6% | 8% | -3% | i | 3 | 13%
COC(=O)c1ccccc1NC(=O)C1CCCN(S(=O)(=O)c2ccc(F)cc2)C1 (stereo not given) | -0.2% | -0.2% | 11% | 1.5 | 62 | 9% | -4% | 3% | i | 47 | 2%
c1ccc(Sc2ncnc3ccccc23)cc1 | . | 1.4% | 0.9% | 4.3 | 55 | . | . | -2% | i | 22 | 17%
CCC(C)NC(=O)c1ccccc1NC(=O)c1ccc(CSc2ccccc2)cc1 (stereo not given) | 7.0% | -1.1% | 6.1% | 8.6 | 49 | -5% | 7% | 12% | i | 43 | 4%
CC(C)C(c1nnnn1C(C)(C)C)N1CCN(c2cccc(Cl)c2)CC1 (stereo not given) | 0.0% | -0.3% | 4.6% | 2.1 | 62 | -8% | 2% | -1% | i | 39 | 6%
COc1cccc(NC2c3ccccc3C(=O)N2Cc2ccco2)c1 (stereo not given) | 9.4% | -0.2% | 3.6% | 1.1 | 59 | 2% | 13% | 10% | i | 28 | 8%
c1ccc(-c2cn3nc(-c4ccccc4)sc3n2)cc1 | 0.3% | . | 0.2% | -0.5 | 82 | -6% | -2% | . | i | 18 | 18%
Cc1nnc(SC(C(=O)c2ccccc2)c2ccccc2)[nH]c1=O (stereo not given) | 0.2% | 0.1% | 0.9% | 1.3 | 63 | -5% | 4% | -6% | i | 12 | 14%
O=C1c2ccccc2C(=O)N1CCCCSc1nc2ccccc2o1 | -0.1% | 0.3% | -0.4% | 0.7 | 64 | -9% | 7% | -9% | i | 7 | 7%
CC(C)c1ccc(O)c(NC(=S)NC(=O)c2cccnc2)c1 | -0.5% | -1.2% | 0.9% | 0.5 | 42 | 6% | -9% | 10% | i | 32 | -3%
Cc1ccc(C)c(N2CCN(C(=O)CCc3nc(-c4cccc(F)c4)no3)CC2)c1 | -0.1% | . | . | 0.8 | 57 | -1% | 11% | . | . | . | . | NS5 inhibitors pilot replicate=1.8
CCCNC(=O)NCCc1c(C)[nH]c2ccccc12 | 0.1% | -0.1% | 1.7% | -3.0 | 84 | -1% | 2% | -5% | i | 35 | 1%
Cc1c(NC(=O)Nc2cccc(F)c2)c(=O)n(-c2ccccc2)n1C | 1.4%[50 µM] | -0.5% | 1.0% | -0.6 | 62 | 1% | 8% | 1% | i | 66 | 22%
CC(C)C(=O)N[C@@H]1c2ccccc2CC[C@@H]1O | 0.4% | . | . | -0.1 | 47 | -1% | 9% | . | . | . | . | NS5 inhibitors pilot replicate=0.0

4 entries from above, ordered by length of the SMILES, low to high.
SMILES | UTI89 phage lysis | West Nile antiviral | RSV CPE inhibition | NTR1 ag | NTR1 ag cell count 20 µM | NS5 inhibitors | MgcRacGAP inhibition | PhoP inhibition | T cell modulator | T cell modulator vesicle-bound % | SV40 large T antigen | others
c1ccc(Sc2ncnc3ccccc23)cc1 | . | 1.4% | 0.9% | 4.3 | 55 | . | . | -2% | i | 22 | 17%
c1ccc(-c2cn3nc(-c4ccccc4)sc3n2)cc1 | 0.3% | . | 0.2% | -0.5 | 82 | -6% | -2% | . | i | 18 | 18%
CC(C)c1ccc(O)c(NC(=S)NC(=O)c2cccnc2)c1 | -0.5% | -1.2% | 0.9% | 0.5 | 42 | 6% | -9% | 10% | i | 32 | -3%
CCC(C)NC(=O)c1ccccc1NC(=O)c1ccc(CSc2ccccc2)cc1 (stereo not given) | 7.0% | -1.1% | 6.1% | 8.6 | 49 | -5% | 7% | 12% | i | 43 | 4%

(cont.)
SMILES | UTI89 phage lysis | West Nile antiviral | RSV CPE inhibition | NTR1 ag | NTR1 ag cell count 20 µM | NS5 inhibitors | MgcRacGAP inhibition | PhoP inhibition | T cell modulator | T cell modulator vesicle-bound % | SV40 large T antigen | others
COc1ccc(-c2noc(N3CCC(C(=O)NCc4ccccc4Cl)CC3)n2)cc1 | -0.5% | -1.2% | 2.1% | 3.1 | 101 | 3% | 6% | . | i | 16 | 16%
Cc1cccc(NC(=O)NCc2ccc3[nH]c(C)cc3c2)c1 | -0.3% | -0.1% | 2.6% | -1.3 | 105 | -5% | -7% | -2% | i | 19 | 4%
O=C(c1cccc(S(=O)(=O)Nc2ccccc2Cl)c1)N1CCCCCC1 | -1.4% | . | 1.1% | -0.7 | 55 | -9% | 10% | 13% | i | 50 | 2%
Cc1cc(C)n(C2CCCCC2OC(=O)c2ccccc2)n1 (stereo not given) | 0.3% | -0.1% | 1.7% | -0.2 | 32 | -1% | 1% | -4% | i | 54 | 1%
C=CCN(c1ccccc1OC)S(=O)(=O)c1cccc(C(=O)OC2CCOC2=O)c1 (stereo not given) | 2.1% | . | . | 4.1 | 60 | -3% | 5% | . | i | 51 | .
C=CCOc1ccc(C2NC(=O)NC(C)=C2C(=O)OC)cc1 (stereo not given) | 0.3% | -0.2% | 2.0% | -0.1 | 70 | 3% | 3% | 6% | i | 26 | 4%
COC(=O)CC1=NN(c2ccc(OC)cc2)C(=O)C1 | 0.0% | 0.8% | 0.4% | 0.6 | 91 | -4% | 5% | 5% | i | 61 | 10%
O=C1/C(=C/c2ccco2)Oc2c1ccc(O)c2CN1CCCCC1 | 0.5%[50 µM] | 0.5% | -0.5% | 0.4 | 41 | ? | 15% | -42% | i | 59 | 36%
Cc1cc(C)cc(-c2nnc(SCC(=O)N3CCN(C(=O)c4ccco4)CC3)o2)c1 | 2.2% | -0.2% | 0.9% | -0.3 | 59 | -3% | 1% | -1% | i | 29 | 12%
CCCCN(C)C(=O)C1CCN(Cc2cccc(OCc3ccccc3)c2)CC1 | 0.1% | -1.6% | 2.7% | -0.1 | 44 | -7% | 172µM* | 4% | i | 51 | 6%
COC(=O)c1sccc1NC(=O)/C=C/C(=O)O | 0.2% | -0.3% | 0.3% | -1.7 | 78 | -5% | 2% | 8% | i | 55 | -2%
NNC(=O)c1cccc(COc2ccc(Br)cc2)c1 | 0.6% | -0.5% | 2.4% | -0.1 | 50 | 0% | 6% | 15% | i | 46 | 6%
CCN(CC(=O)Nc1c(F)cccc1F)C(=O)CCNC(=O)c1ccco1 | 1.3%[50 µM] | . | . | -0.6 | 63 | -6% | 5% | . | . | . | .
COc1ccccc1OCC(=O)O/N=C(\N)c1ccccn1 | -1.1% | 0.2% | 0.3% | 0.0 | 49 | 2% | 0% | -10% | i | 22 | -6%
COc1cc2c(cc1OC)CN(C(=O)/C=C/c1ccc(F)cc1)CC2 | -0.3% | -0.6% | 5.2% | 1.5 | 41 | -5% | 1% | 2% | i | 24 | 5%
COC(=O)c1[nH]c2ccc(F)cc2c1NC(=O)CCN1CCN(Cc2ccc3c(c2)OCO3)CC1 | 0.5% | -2.0% | . | . | . | -5% | 3% | 4% | . | . | 5%
CCOc1ccc(CCNC(=O)C(C)n2nc(C)n3c(cc4occc43)c2=O)cc1OCC (stereo not given) | 0.8% | -0.5% | 1.6% | -0.2 | 55 | -8% | 12% | -3% | i | 30 | 6%
Cc1ccnc(NC(=O)CCC(=O)N(CC(=O)NC2CCCCC2)Cc2cccs2)c1 | -0.9% | -0.5% | -2.9% | -0.6 | 36 | 1% | 7% | 0% | i | 50 | 7%
Cc1ccc(Nc2cccc(C(F)(F)F)c2)nn1 | -0.5% | . | 0.8% | -0.8 | 51 | 3% | 9% | . | i | 33 | 19%
Cc1ccc2c(CN3CC(C)CC(C)C3)cc(=O)oc2c1C (stereo not given) | 3.7%[50 µM] | ? | 12% | 3.8 | 102 | -10% | . | 0% | i | 33 | 7%
O=C(COc1ccc(Cl)cc1)NNC(=O)C(=O)N1CCCCC1 | 4.2% | 0.0% | . | 0.2 | 86 | 1% | -5% | -1% | i | 8 | -1%
CN(C)c1ccc(/C=N/Nc2cc(N3CCOCC3)nc(N3CCOCC3)n2)cc1 | 0.3% | 0.4% | 2.4% | 3.6 | 87 | 11% | 27% | 2% | i | 43 | -5%
CC1CC(C)CN(C(=O)CSc2nc3ccsc3c(=O)n2Cc2ccccn2)C1 (stereo not given) | 2.1% | -1.1% | 0.0% | 1.9 | 55 | -8% | 9% | 11% | i | 42 | 9%
O=c1[nH]n(-c2ccc(Cl)cc2)c(=O)c(Cl)c1Cl | 3.2% | -0.2% | 0.3% | -0.6 | 85 | -3% | 1% | -23% | i | 31 | 13%
CSc1ccc(S(=O)(=O)N2CCC(C(=O)Nc3ccccc3C(F)(F)F)CC2)cc1 | 0.4% | 0.0% | 1.3% | -0.8 | 43 | -7% | 9% | 3% | i | 24 | 2%
CCCOc1cccc(C2C(C(=O)c3cccs3)=C(O)C(=O)N2Cc2cccnc2)c1 (stereo not given) | 1.7% | 0.0% | 3.6% | -0.3 | 57 | -2% | 8% | -6% | i | 57 | 9%
Cc1ccc2oc(=O)c3cc(C(=O)N4CCN(C(=O)c5ccco5)CC4)sc3c2c1 | . | . | 0.9% | 12 | 48 | . | . | -9% | i | 25 | 10%
O=C1[C@@H]2C(c3ccc(F)cc3)=NO[C@@H]2C(=O)N1Cc1ccccc1 | . | 0.1% | 0.9% | -0.9 | 54 | . | . | -2% | i | 22 | 9%
CC1CCN(C(=O)CSc2nc3ccccc3c(=O)n2Cc2ccc3c(c2)OCO3)CC1 | 0.3% | 1.0% | 47% | 5.4 | 81 | -14% | 6% | 0% | i | 34 | 5% | NS5 inhibitors pilot replicate=-6.7
Cc1ccc(NC(=O)Cc2ccc(Cl)c(Cl)c2)cc1S(=O)(=O)N(C)C | 4.7% | -2.1% | 17% | 4.1 | 55 | 0% | 11% | 6% | i | 48 | 8%
CCOc1c(CNCCNC(=O)c2nonc2N)cccc1OC | 0.9% | -0.2% | -1.4% | 0.2 | 44 | -6% | 5% | 2% | i | 44 | -4%
